High-throughput results: PubChem, several laboratories
Bfl-1 inhibitors = Bfl-1 inhibitors, primary screen, biochemical, fluorescence polarization, FITC-Bid, mouse (AID 432); 64,000 compounds, 0.02% hits; Bcl-2-related protein A1 (Mus musculus); displacement, % at 20 µM; hits with a dose series show IC50 in µM; FITC-Bid BH3 peptide fluorescence polarization displacement; higher % means a stronger effect; in the data active = a potency from the dose series; inactive = the rest, 99 in 100 with displacement below about 15%; note: strong numbers were not always called active
Spn DPM-DC inh = S. pneumoniae DPM-DC inhibitors, primary screen, biochemical, PK/LDH-coupled NADH fluorescence | purified DPM-DC | calls only at 10 µM | 65,000 compounds, 0.49% hits | AID 556, 2006;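 active = the 320 compounds with the highest percent inhibition in the single-dose primary screen, excluding strongly autofluorescent ones, cut at about 32% in these data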;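 note: kinetic rate of NADH fluorescence loss reporting ADP formed by the decarboxylase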
HT1080 viability = cytotoxicity in HT1080 fibrosarcoma cells, cell-based, fluorescence readout (AID 620). 87,000 compounds, 0.42% hits. cytotoxicity, % at 10 µM; hits with a dose series show EC50 in µM. HT1080 viability, fluorescence; higher % means a stronger effect;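 note: cells exposed to compound overnight then 4 h with Alamar Blue; 0% = vehicle DMSO and 100% = killing control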
HPDE-C7K KRASV12 = cytotoxicity in KRAS-transformed pancreatic duct cells, primary screen, cell-based, fluorescence, HTS (AID 431); cytotoxicity, % at 10 µM, or EC50 in µM where a hit was titrated; HPDE-C7K KRASV12 cells, Alamar Blue viability, 48 h; higher % means a stronger effect; 63,000 compounds, 1.7% hits;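 active = compounds whose percent cytotoxicity in the single-dose primary screen, scaled between solvent and toxic-drug controls, exceeds 50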;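 note: 0% = DMSO solvent wells and 100% = doxorubicin-treated wells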
Spn PMK inh = S. pneumoniae PMK inhibitors, primary screen, biochemical, mevalonate pathway, pilot trial included; phosphomevalonate kinase (Streptococcus pneumoniae D39); purified PMK, PK/LDH-coupled NADH absorbance 340 nm; inhibition, % at 10 µM; 65,000 compounds, 0.49% hits; AID 539, 2006;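 active = top-ranked compounds by inhibition in the single 10 µM screen, taking a fixed number of the strongest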;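 note: 0% = full reaction with DMSO carrier and 100% = background rate without enzyme reaction; no value below 0 was filed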
LYP inhibition = LYP phosphatase inhibitors, primary screen, biochemical, DiFMUP fluorescence, recombinant catalytic domain, 10 µM (AID 606) | Tyrosine-protein phosphatase non-receptor type 22 (Homo sapiens) | recombinant LYP catalytic domain, DiFMUP fluorescence; higher % means a stronger effect | inhibition, % at 10 µM; hits with a dose series show IC50 in µM | 52,000 tested, under 10 active;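 active = IC50 under 40 µM in the dose-response test; inactive = IC50 of 40 µM or more, or never dose-tested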
HPDE-C7 cytotoxicity = cytotoxicity in HPDE-C7 cells, cell-based, fluorescence, HTS (AID 430); HPDE-C7 pancreatic duct cells viability, fluorescence; higher % means a stronger effect; one-dose cytotoxicity, % at 10 µM; EC50 in µM for titrated hits; 63,000 compounds, 1.8% hits;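 note: cells exposed to compound for 48 hours before viability readout; 0% = vehicle and 100% = reference cytotoxic drug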
Alkaline phosphatase = human TNAP enzyme inhibitors, biochemical, luminescent (AID 518). Alkaline phosphatase, tissue-nonspecific isozyme (Homo sapiens). purified TNAP enzyme, luminescent substrate readout; higher % means a stronger effect. inhibition, % at 20 µM, or IC50 in µM where a hit was titrated. 64,000 compounds, 0.09% hits; in the data active = a potency from the dose series; inactive = the rest, 99 in 100 with inhibition below about 22%;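 note: plate controls were vehicle for no effect and reference inhibitor for full effect; many of its hits are not listed in these tables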
Spn MK inh = S. pneumoniae MK inhibitors, primary screen, biochemical, PK/LDH-coupled NADH absorbance; purified MK, PK/LDH-coupled NADH absorbance 340 nm; inhibition, % at 10 µM; 65,000 compounds, 0.48% hits;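 active = ranked among the strongest by inhibition in the single 10 µM screen, a fixed top-ranked set picked for dose follow-up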; note: no value below 0 was filed
Spn PMK inh pilot replicates = recorded beside Spn PMK inh, whose call it bears; inhibition, %; measured here: pilot screen replicates
Spn MK inh pilot replicates = recorded beside Spn MK inh, whose call it bears; inhibition, %; measured here: pilot screen replicates
Spn DPM-DC inh pilot screen % = second read-out of Spn DPM-DC inh, no call of its own (marks repeat the call); inhibition, %; measured here: pilot screen trials
Active calls of the source: *; i = inactive; nt = no result given. Cut-off read from the data, not from the text of the source, unless noted: active = cytotoxicity above about 50%; inactive = the rest.

SMILES	Bfl-1 inhibitors	Spn DPM-DC inh	HT1080 viability	HPDE-C7K KRASV12	Spn PMK inh	LYP inhibition	HPDE-C7 cytotoxicity	Alkaline phosphatase	Spn MK inh	others
CCC(=O)N=c1sc2cc(F)cc(F)c2n1C	-5%	i	2%	3%	9	5%	-5%	10%	8
CC(Oc1ccc(Cl)cc1Cl)C(=O)NCc1ccncc1 (stereo not drawn)	-6%	i	0%	-7%	0	-7%	-28%	4%	12
CCCS(=O)(=O)N1CCC(C(=O)NCCCN2CCCC2=O)CC1	0%	i	0%	-17%	6	-2%	-19%	-1%	0
Cc1ccc(-n2c(=O)[nH]cc(C(=O)Nc3ccc4c(c3)OCCO4)c2=O)cc1	-4%	i	8%	-14%	4	8%	-5%	-1%	0
Cc1ccc(N2C(=O)c3sc4nnc(C)c(=O)n4c3C2=O)cc1	-5%	i	34%	3%	0	-26%	17%	8%	10
CC(C)OC(=O)C1C2C=CC3(CN(Cc4cccs4)C(=O)C13)O2 (stereo not drawn)	3%	i	-1%	-10%	15	22%	-25%	13%	0	Spn PMK inh pilot replicates=0.0;Spn MK inh pilot replicates=0.0;Spn DPM-DC inh pilot screen %=2.0
Cc1cc(C)n2nc(C(=O)Nc3ccc4c(c3)OCO4)nc2n1	8%	i	6%	2%	7	3%	1%	12%	11
Cc1ccc2occ(C(c3nnnn3C3CCCC3)N3CCN(C(=O)c4ccco4)CC3)c(=O)c2c1 (stereo not drawn)	-1%	i	8%	-2%	0	8%	-1%	9%	3
Cc1nnc(N(C)C(=O)c2cccnc2)s1	2%	i	-4%	10%	19	nt	4%	13%	0	Spn PMK inh pilot replicates=0.0;Spn MK inh pilot replicates=2.0;Spn DPM-DC inh pilot screen %=0.0
CCc1cccc(CC)c1N(COC)C(=O)Cn1ccccc1=N	-1%	i	nt	20%	16	2%	14%	17%	11
COCCNC(=O)C(C#N)c1nc2ccccc2nc1N1CCN(Cc2ccc3c(c2)OCO3)CC1 (stereo not drawn)	-2%	i	2%	10%	2	7%	20%	10%	0
CCOCCCNC(=O)Cc1cc(=O)[nH]c(=O)[nH]1	4%	i	-3%	1%	10	14%	-7%	6%	4
N#Cc1nc(COc2ccccc2)oc1N1CCN(Cc2ccccc2)CC1	8%	i	2%	9%	7	-1%	12%	0%	8
CN(c1ccccc1C(=O)O)S(C)(=O)=O	4%	i	5%	-19%	7	nt	-9%	-2%	5
Cc1onc(-c2ccccc2Cl)c1C(=O)OCC(=O)c1ccc2c(c1)OCCO2	-4%	i	-3%	12%	11	nt	6%	8%	5
CNCCOCC(O)CSc1ccccc1 (stereo not drawn)	-1%	i	-1%	-8%	0	11%	1%	9%	4
CCOCCCNC(=O)C1CCCCN1S(=O)(=O)c1ccc(F)cc1 (stereo not drawn)	-11%	i	-3%	nt	11	nt	nt	4%	4
O=c1cc(N2CCC(Cc3ccccc3)CC2)[nH]c(=O)n1C1CCCCC1	-6%	i	0%	-2%	18	-7%	-2%	8%	0
Cc1ccc(C(=O)C2=C(O)C(=O)N(CCCN(C)C)C23C(=O)N(C)c2ccccc23)o1 (stereo not drawn)	-11%	i	2%	-14%	13	nt	-2%	8%	11
Cc1cccc(NC(=O)CSc2nc3c(c(=O)[nH]2)CCC3)c1C	1%	i	0%	-10%	9	-6%	-8%	0%	3
Cn1c(=O)[nH]c(=O)c2c1nc(N1CCC(Cc3ccccc3)CC1)n2Cc1ccccc1	-4%	i	5%	-5%	6	10%	-17%	4%	3
COc1ccc2nc(NC(=O)CCn3cccc3)sc2c1	-2%	i	2%	0%	4	10%	3%	2%	4
Cc1cc(C)c(OCC(=O)Nc2nnn(C)n2)c(Br)c1	-3%	i	-12%	-7%	0	11%	5%	10%	5
COC(=O)c1ccccc1S(=O)(=O)N(Cc1cc2ccc(OC)cc2[nH]c1=O)CC1CCCO1 (stereo not drawn)	8%	i	-2%	4%	25*	9%	-2%	4%	0
Cc1nc2c(c(=O)n1CC1CCCO1)c1nc3ccccc3nc1n2Cc1ccc2c(c1)OCO2 (stereo not drawn)	4%	i	1%	-5%	2	-1%	17%	5%	0
Cc1ccc2c(c1)[nH]c1c(=O)n(CCN3CCCCC3)cnc12	-1%	i	13%	8%	11	nt	-2%	15%	0
COCCCn1c(SCC(=O)NC(C)(C)C)nnc1-c1ccccc1	-3%	i	7%	0%	13	8%	-5%	-6%	0
CCCCCOC(=O)c1cc(=O)[nH]c2ccccc12	-6%	i	19%	21%	13	nt	22%	12%	8
CCOC(=O)C1CCN(CC(=O)Nc2c(C(=O)OC)n(C)c3cccc(C)c23)CC1	0%	i	3%	0%	13	11%	-8%	9%	6
COc1ccc(-c2[nH]ncc2-c2cnn(-c3ccccc3)c2)c(O)c1	1%	i	nt	3%	0	5%	0%	-10%	7
Cc1nnc(SCC(=O)NCC2CCCO2)n1-c1ccccc1 (stereo not drawn)	2%	i	-2%	-20%	15	13%	-9%	-3%	9
CC1CCN(Cc2nc3c(c(=O)n(C)c(=O)n3C)n2CCN2CCOCC2)CC1	4%	i	2%	10%	2	9%	-1%	5%	7
COc1ccc(OCc2cccc(C(=O)O)c2)cc1	2%	i	-4%	9%	3	3%	-1%	7%	7	Spn PMK inh pilot replicates=3.5;Spn MK inh pilot replicates=4.0;Spn DPM-DC inh pilot screen %=2.5
CC(C)C(=O)Nc1ccccc1N1CCN(S(C)(=O)=O)CC1	-8%	i	2%	9%	0	-1%	-1%	6%	12
N#Cc1ccc(Oc2cccnc2)cc1C#N	-4%	i	5%	18%	8	16%	8%	2%	4
CN1CCN(c2ncnc3c2cnn3-c2ccc(Cl)cc2)CC1	8%	i	nt	14%	0	1%	-9%	9%	7	Spn PMK inh pilot replicates=0.0;Spn MK inh pilot replicates=6.0;Spn DPM-DC inh pilot screen %=5.0
COC(=O)C1=C(C)OC(N)=C(C#N)C1C1CCCCC1 (stereo not drawn)	-8%	i	4%	-11%	4	-1%	-15%	7%	12
COc1ccc(NC(=O)C2CCCN2C(=O)NC2CCCCC2)cc1OC (stereo not drawn)	5%	i	5%	-8%	18	8%	-5%	8%	0
CCC(C)NC(=O)C1CC(c2cccc(OC)c2)=NO1 (stereo not drawn)	-4%	i	-2%	-4%	9	5%	-9%	5%	0
CCCCNC(=O)c1ccc(CS(=O)(=O)c2cccc(C(F)(F)F)c2)o1	-5%	i	0%	-1%	6	0%	-15%	15%	2

As a short view, part of the list above:
SMILES	Bfl-1 inhibitors	Spn DPM-DC inh	HT1080 viability	HPDE-C7K KRASV12	Spn PMK inh	LYP inhibition	HPDE-C7 cytotoxicity	Alkaline phosphatase	Spn MK inh	others
Cn1c(=O)[nH]c(=O)c2c1nc(N1CCC(Cc3ccccc3)CC1)n2Cc1ccccc1	-4%	i	5%	-5%	6	10%	-17%	4%	3
COc1ccc2nc(NC(=O)CCn3cccc3)sc2c1	-2%	i	2%	0%	4	10%	3%	2%	4

Next compounds
SMILES	Bfl-1 inhibitors	Spn DPM-DC inh	HT1080 viability	HPDE-C7K KRASV12	Spn PMK inh	LYP inhibition	HPDE-C7 cytotoxicity	Alkaline phosphatase	Spn MK inh	others
Nc1nc(N)nc(-c2ccccc2)n1	6%	i	4%	21%	11	-8%	-19%	3%	8	Spn PMK inh pilot replicates=4.0;Spn MK inh pilot replicates=0.0;Spn DPM-DC inh pilot screen %=4.5
COc1ccc(N2CCN(C(=O)C(C)(C)Oc3ccc(Cl)cc3)CC2)cc1	-5%	i	-1%	4%	0	-3%	6%	14%	6	Spn PMK inh pilot replicates=1.0;Spn MK inh pilot replicates=0.0;Spn DPM-DC inh pilot screen %=1.0
CCCCc1ccc(CC(=O)O)cc1	-1%	i	2%	-7%	8	10%	-6%	10%	8
Cc1ccc(NC(=O)c2nnn(CC(=O)Nc3ccccc3)c2N)cc1C	-5%	i	-2%	11%	4	-10%	1%	12%	0
O=C1C2C3C=CC(C3=C3CCCCC3)C2C(=O)N1c1ccccc1 (stereo not drawn)	0%	i	2%	4%	11	4%	-12%	4%	3	Spn PMK inh pilot replicates=5.5;Spn MK inh pilot replicates=1.5;Spn DPM-DC inh pilot screen %=3.0
Cc1ccc(N(Cc2cc(=O)[nH]c3ccccc23)C(=O)c2ccco2)cc1	-1%	i	28%	22%	2	12%	27%	-2%	8
Cc1cc(C)n(C2CCCCC2OC(=O)c2ccccc2)n1 (stereo not drawn)	2%	i	-3%	-8%	10	-5%	10%	7%	0
CCCNC(=O)NCCc1c(C)[nH]c2ccccc12	-5%	i	-13%	6%	2	0%	2%	7%	0
Cc1cc(C)cc(-c2nnc(SCC(=O)N3CCN(C(=O)c4ccco4)CC3)o2)c1	-7%	i	1%	-4%	5	15%	-13%	13%	14
C=CCOc1ccc(C2NC(=O)NC(C)=C2C(=O)OC)cc1 (stereo not drawn)	5%	i	3%	1%	3	nt	-1%	6%	9
COC(=O)c1[nH]c2ccc(F)cc2c1NC(=O)CCN1CCN(Cc2ccc3c(c2)OCO3)CC1	-3%	i	3%	5%	5	nt	14%	-4%	7
CCOc1ccc(CCNC(=O)C(C)n2nc(C)n3c(cc4occc43)c2=O)cc1OCC (stereo not drawn)	-6%	i	6%	0%	18	19%	-9%	1%	0
O=C1CC2(CCCCC2)Oc2ccc(OCC(=O)N3CCOCC3)cc21	-10%	nt	-1%	-9%	6	nt	-16%	4%	0
CC1CN(S(=O)(=O)c2ccc(NC(=O)CCN3C(=O)c4ccccc4C3=O)cc2)CC(C)O1 (stereo not drawn)	-19%	i	-1%	1%	9	12%	4%	0%	6
CC(=C1C(=O)c2ccccc2C1=O)N1CCC(C(N)=O)(N2CCCCC2)CC1	3%	i	0%	-5%	2	-16%	0%	12%	5
Cc1c2c(nc3c(C(=O)NC4CCCC4)cnn13)CCCC2	-4%	nt	-4%	4%	23	0%	6%	11%	0
COC(=O)c1sc(NC(=O)c2ccc(Cn3cc(Cl)cn3)o2)c(C#N)c1C	-12%	i	-13%	-16%	13	7%	-17%	0%	7
CCOC(=O)c1[nH]c(C)c(/C(O)=C2\C(=O)C(=O)N(CCCN3CCOCC3)C2c2cccnc2)c1C (stereo not drawn)	-10%	i	-5%	4%	8	16%	-2%	6%	12
O=C(NCCSCc1ccco1)Nc1ccc(Cl)cc1	-2%	i	1%	-9%	4	-13%	-8%	17%	4
Nc1nc(-c2ccco2)nn1C(=O)CCc1ccccc1	-7%	i	-8%	-17%	9	-5%	2%	9%	2
c1ccc(-c2cn3nc(-c4ccccc4)sc3n2)cc1	5%	i	6%	-7%	0	5%	-11%	9%	9
CC(C)C(c1nnnn1C(C)(C)C)N1CCN(c2cccc(Cl)c2)CC1 (stereo not drawn)	-3%	i	-12%	-6%	9	18%	-3%	8%	11

Rows were taken by chance; overall some 3.5% were active at least once.
